Screens (PubChem BioAssay)
SRC1 TRFRET art – TR-FRET artefact, counter-screen to PPARgamma/SRC-1 agonist assay; TR-FRET detection artefact counter-screen, emission ratio; hits give high values; TR-FRET ratio at 8 µM; hit rate 0.34% among 99,000; AID 1051; in the data active = TR-FRET ratio above about 2300; note: inactives centre near 1800; reference of the scale not given here
SRC3 TRFRET art – flags TR-FRET format artefacts in PPARgamma SRC-3 recruitment agonist screen | TR-FRET ratio at 8 µM | TR-FRET artefact counter-screen, PPARgamma/SRC-3 format; hits give high values | hit rate 0.39% among 99,000 | AID 1048; in the data active = TR-FRET ratio above about 2000; note: inactives centre near 1600; reference of the scale not given here
* marks the source's active call; other numbers are inactive results.

SMILES	SRC1 TRFRET art	SRC3 TRFRET art
O=[N+]([O-])c1ccc(N=Cc2ccc(Br)c([N+](=O)[O-])c2)cc1	1743	1496
COCCn1cnnc1SCC(=O)Nc1cc(OC)c([N+](=O)[O-])cc1C	1568	1546
CS(=O)(=O)c1ccc(C(=O)NCC2(N3CCCCC3)CCCCC2)cc1	1876	1632
Cc1ccc(NC(=O)c2sc3nc(C)nc(N4CCN(c5ccccn5)CC4)c3c2C)c(C)c1	3496*	2659*
CCOC(=O)N1CCN(CC(O)COc2c(C)cccc2C)CC1 (centres undefined)	1617	1361
O=C(CSc1ccc2c(c1)OCCO2)Nc1cccnc1Cl	1924	1560
CC1Oc2ccccc2N(CC(=O)NCc2ccccc2)C1=O (centres undefined)	1723	1526
Cc1cccc(C2Nc3ccccc3C(=O)N2NC(=O)c2ccc([N+](=O)[O-])cc2)n1 (centres undefined)	1620	1447
O=C(Nc1nc2ccccc2[nH]1)c1cccc(S(=O)(=O)N2CCOCC2)c1	1517	1550
NC(=O)c1ccccc1OCC(=O)c1ccc(Cl)cc1	1924	1533

In a second layout: 2 of the compounds above
Values in the order – SRC1 TRFRET art, SRC3 TRFRET art
> NC(=O)c1ccccc1OCC(=O)c1ccc(Cl)cc1
→ 1924, 1533
> CC1Oc2ccccc2N(CC(=O)NCc2ccccc2)C1=O (centres undefined)
→ 1723, 1526

(cont.)
SMILES	SRC1 TRFRET art	SRC3 TRFRET art
CCCCOC(=O)CCN1C(=O)/C(=C2\SC(=S)N(CCC(=O)OCCCC)C2=O)SC1=S	1685	1439
O=c1c2ccccc2[nH]c2ccccc12	1802	1463
CNS(=O)(=O)/C=C/c1ccccc1	1679	1538
COc1ccc([N+](=O)[O-])cc1C(=O)Nc1ccc(OCC(=O)N2CCOCC2)cc1	1742	1575
CCc1ccc(NC(=S)N(Cc2cccnc2)Cc2ccco2)cc1	1577	1678
CC(=Nc1ccccc1)C1=C(O)CC(C)(C)CC1=O	1815	1579
CCNC(=S)Nc1nc2c(cc1C(=O)OCC)CCCC2	1768	1558
COc1ccc(C(=O)Nc2cnn(Cc3ccc(Cl)cc3)c2)cc1OC	1693	1461
Cc1nn(-c2nnc(NC3CCCCC3)nn2)c(C)c1Br	1568	1432
CCOC(=O)Cc1cnc(NC(=O)CSc2nc3ncnc(N)c3[nH]2)s1	1814	1456
O=C(Nc1cccc(S(=O)(=O)Nc2ccc(Cl)cc2)c1)c1ccc(Cl)nc1	1662	1404
O=C1CN(c2nc(-c3ccccc3)c3ccccc3n2)c2ccccc2N1	1884	1595
COc1ccc(C(=O)Oc2ccc3c(C)cc(=O)oc3c2C(C)=O)cc1	1896	1778
N#CCC(=O)Nc1ccc(C(=O)NCc2ccccn2)cc1	1767	1890
Cc1cccc(C)c1OCC(O)CN1CCN(c2ccccn2)CC1 (centres undefined)	1927	1455
COc1ccc(C2CC(c3ccccc3)=NN2C(=O)CSc2ncn[nH]2)cc1 (centres undefined)	1690	1477
Cn1cccc1C(=O)OCC(=O)NC1CCS(=O)(=O)C1 (centres undefined)	1650	1609
CCOc1ccc(NC2=C(OC)C(=O)c3ccccc3C2=O)cc1	1730	1814
CCC(=O)Nc1cccc(NC(=O)c2ccc(Br)cc2)c1	1978	1556
C(=N\N(Cc1ccccc1)c1ccccc1)/c1cccnc1	1893	1622

As a short view, part of the list above.
SMILES	SRC1 TRFRET art	SRC3 TRFRET art
O=C(Nc1cccc(S(=O)(=O)Nc2ccc(Cl)cc2)c1)c1ccc(Cl)nc1	1662	1404
O=C1CN(c2nc(-c3ccccc3)c3ccccc3n2)c2ccccc2N1	1884	1595
COc1ccc(C(=O)Oc2ccc3c(C)cc(=O)oc3c2C(C)=O)cc1	1896	1778

The list continues.
SMILES	SRC1 TRFRET art	SRC3 TRFRET art
O=C(NCc1ccc(F)cc1)C(=O)Nc1nc(C23CC4CC(CC(C4)C2)C3)cs1	1703	1375
COc1ccc(CSCC(=O)Nc2ccc(S(=O)(=O)N3CCCCCC3)cc2)cc1	1791	1584
Cc1nc2ccccc2n1C1CCN(CC(=O)Nc2ccccc2Br)CC1	1554	1491
O=C(Cc1ccc(-c2ccccc2)cc1)NCc1ccccc1	1529	1477
COC(=O)c1c(NC(=O)CSc2ccccc2N)sc(C)c1C	1870	1728
Cc1ccc(NS(=O)(=O)c2cccc(C(=O)O)c2)cc1S(=O)(=O)N1CCOCC1	1672	1350
COC(=O)Cc1ccc(OCc2ccc(Cl)nc2)cc1	1806	1746
O=C(NC(c1ccccc1)c1ccccc1)c1cccc(S(=O)(=O)NCc2ccccc2)c1	1481	1437
CCC(=O)N1C(Cc2ccccc2)COC1(C)C (centres undefined)	1699	1537
Nc1c(C(=O)NCCc2ccccc2)nnn1Cc1ccc(Br)cc1F	1824	1537

Compounds above that have a thiophene ring, fused or not (2):
SMILES	SRC1 TRFRET art	SRC3 TRFRET art
Cc1ccc(NC(=O)c2sc3nc(C)nc(N4CCN(c5ccccn5)CC4)c3c2C)c(C)c1	3496*	2659*
COC(=O)c1c(NC(=O)CSc2ccccc2N)sc(C)c1C	1870	1728

2 entries drawn at random from those above, as already listed:
SMILES	SRC1 TRFRET art	SRC3 TRFRET art
COC(=O)c1c(NC(=O)CSc2ccccc2N)sc(C)c1C	1870	1728
COC(=O)Cc1ccc(OCc2ccc(Cl)nc2)cc1	1806	1746

Later entries:
SMILES	SRC1 TRFRET art	SRC3 TRFRET art
COCCCNC(=O)CSc1nc2cc3c(cc2c(=O)n1CCCC(=O)NCc1ccc(OC)cc1)OCO3	1677	1432
CN(CC(=O)Nc1ccc(N2CCOCC2)cc1)CC(=O)Nc1ccc(Cl)cc1[N+](=O)[O-]	1877	1708
CCN1C2OC3OC4C(OC3OC2N(CC)S1(=O)=O)N(CC)S(=O)(=O)N4CC (centres undefined)	2065	1566
COc1ccccc1CNC(=O)c1nnc(Cc2ccc(Cl)cc2)o1	1703	1633
COc1ccc(NC(=O)CCNS(=O)(=O)c2cccc3nsnc23)cc1	1571	1267
CC1CC(=O)N(c2ccc(NCc3ccc(Cl)cc3)c([N+](=O)[O-])c2)C1=O (centres undefined)	1779	1686
CN(Cc1ccccc1)c1ccc(C(=O)O)cc1[N+](=O)[O-]	1876	1500
COc1cc(CNc2ccc(N3CCOCC3)c(C(=O)O)c2)ccc1OCC(N)=O	1762	1643
CS(=O)(=O)c1ccc2nc(NC(=O)Nc3ccc(Cl)c(Cl)c3)sc2c1	1757	1511
COc1ccc(N2C(=S)N=C(Nc3cccc(C)c3)C23CCCCC3)cc1	1736	1509
COc1ccc(-c2cc(=O)c3cc(OC)ccc3o2)cc1	1722	1573
O=C1N=C(N2CCCC2)CN1c1ccccc1	1806	1544
COc1cccc(CNC(=O)C(c2ccc(Cl)cc2)C(C)C)c1 (centres undefined)	2033	1604
Fc1cccc(F)c1/C=N/N1CCOCC1	1860	1408
CN(C)c1cncc(C(=O)O)c1	1702	1569
COc1ccc(NS(=O)(=O)c2cc(Cl)ccc2Cl)cc1S(=O)(=O)N1CCCCC1	1541	1555
CC1(N2CCOCC2)CC2(O)C(=[N+]1[O-])CCc1c2no[n+]1[O-] (centres undefined)	1796	1556
COc1ccc2nc(NS(=O)(=O)c3ccc(NC(C)=O)cc3)sc2c1	2206	1519
COc1ccc(NC(=O)CC2S/C(=N\c3nccs3)N(C)C2=O)cc1 (centres undefined)	1786	1713
COc1cccc(CN2CCN(C(=O)Nc3ccc([N+](=O)[O-])cc3)CC2)c1	1628	1322
COc1ccc(COCC(CC(C)C)N2CCN(C(=O)c3cccc(C(F)(F)F)c3)CCC2=O)cc1 (centres undefined)	1336	1401
N#Cc1c(N2CCCC2)nc(N)c2c(N)nc(N3CCCC3)cc12	2155	1566
CC(=O)NC1C(Oc2ccc(C=O)cc2)OC(COC(C)=O)C(OC(C)=O)C1OC(C)=O (centres undefined)	1801	1599
CCc1nnc(NC(=O)c2cccc(C(=O)Nc3nnc(CC)s3)n2)s1	1498	1401
CCN(CC)S(=O)(=O)c1ccc(N/N=C/c2cc(OC)ccc2O)nc1	1903	1834
O=C(Nc1ccc(F)cc1F)c1csc(-c2cccs2)n1	1858	1765
NC(=O)c1c(NC(=O)CCCC(=O)O)sc2c1CCCCCC2	1946	1728
Cc1ccc(C(=O)O/N=C(\c2ccccc2)c2cccnc2)cc1	1790	1595
COc1cc2c(cc1/C=C1/NC(=O)N(c3ccccc3)C1=O)OCO2	2056	1787
CN(C)CCCN(C(=O)c1ccc2c(c1)CCCC2)c1nc2ccc(F)cc2s1	1873	1689
CCOc1ccc(NC(=O)COC(=O)c2ccc3c(c2)C(=O)N(CCc2ccccc2)C3=O)cc1	1949	1811
COc1cc(C)nc(N2CCCC(C(=O)Nc3cccc(Cl)c3C)C2)n1 (centres undefined)	1829	1364
Cc1cc(Nc2ccc(Br)cc2F)n2ncnc2n1	1600	1679
O=C(COC(=O)Cn1cnc2ccccc21)NCCCc1ccccc1	1772	1603
COc1ccccc1NC(=O)CN1C(=O)NC2(CCCCCCC2)C1=O	1911	1631
Cc1ccc(N(Cc2ccc(C(=O)NCC3CCCO3)cc2)S(C)(=O)=O)cc1C (centres undefined)	1997	1738
O=C(C1CCC(Cn2c(=O)[nH]c3ccccc3c2=O)CC1)N1CCN(c2ccccc2)CC1 (centres undefined)	1900	1670
CC(=O)c1cccc(NC(=O)CCNS(=O)(=O)c2cccc3nonc23)c1	1811	1557
CSc1ccc(/C=C(\NC(=O)c2ccc(C)cc2)C(=O)Nc2cccc(C)c2)cc1	1778	1611
O=C(O)CCSCCCN1C(=O)c2cccc3cccc(c23)C1=O	1780	1752
C/C(N)=C(/C#N)C(=O)CSc1nnc(C)n1-c1ccccc1	1747	1596
COc1ccc(OCC(=O)Nc2ccc(C)c(S(=O)(=O)N(C)C)c2)cc1	1831	1504
Fc1ccc(NC(=S)NC23CN4CN(CN(C4)C2)C3)cc1	1850	1737
O=C(C1CCN(Cc2ccccc2)CC1)N1CCN(C/C=C/c2ccccc2)CC1	1560	1393
CCN1CCN(C(=O)c2ccc3c(c2)c(C)c(C)n3Cc2ccccc2)CC1	1943	1515
COc1ccc(F)cc1C(=O)C1CCCN(C(=O)CSc2ccccn2)C1 (centres undefined)	1750	1483
O=C(N/N=C1\C/C(=N\NC(=O)c2ccncc2)c2ccccc21)c1ccncc1	1741	1616
Cc1ccc(NC(=O)Cc2csc(-c3ccccc3)n2)cc1F	1636	1542
Cc1ccc(C(=O)Nc2sc(Cc3ccc4c(c3)OCO4)c(C)c2C(N)=O)cc1	1654	1782
Cn1cccc1CC(=O)N/N=C/C=C/c1ccco1	1798	1471

(cont.)
SMILES	SRC1 TRFRET art	SRC3 TRFRET art
Cc1ccccc1OCC(=O)Nc1cc(Cl)ccc1Oc1ccccc1	1779	1468
CCC(C)n1nccc1NC(=O)C(C)Cl (centres undefined)	1610	1606
O=C(CNC(=O)C12CC3CC(CC(C3)C1)C2)N1CCN(S(=O)(=O)c2cccs2)CC1	1583	1600
COc1cc(NC(=S)NC2CC2)c(OC)cc1Cl	1708	1636
CC(=O)Nc1ccc(C(=O)N/N=C(\C)CC(=O)Nc2ccc(OCc3ccccc3)cc2)cc1	1941	1484
CC(C)OC(=O)/C(=C/c1ccc(Br)cc1)NC(=O)c1ccco1	1620	1556
COc1ccc(S(=O)(=O)N(C)C)cc1NC(=O)CSc1ncccn1	1990	1585
N/C(=N/OC(=O)c1ccccc1Cl)c1nonc1N	1546	1467
Cc1ccc(S(=O)(=O)N2CCC(C(=O)N[C@@H](C)C(=O)NCc3ccccc3)CC2)cc1	1722	1608
CCc1cc2c(SCC(=O)N(CC)c3c(N)n(Cc4ccccc4)c(=O)[nH]c3=O)ncnc2s1	2052	1535
COc1ccc(C(=O)c2oc3ccc(OC)cc3c2NC(C)=O)cc1	2080	1804
CCOC(=O)CCNC(=O)N1CCCC(CNS(=O)(=O)Cc2ccccc2)C1 (centres undefined)	1623	1661
O=C(Nc1cccc(S(=O)(=O)NC2=NCCCCC2)c1)c1cc(-c2ccc(Cl)cc2)nc2ccccc12	2062	2132*
CC(C)CN(CC(C)C)S(=O)(=O)N1CCC(C(=O)NCc2ccc3c(c2)OCO3)CC1	1611	1434
COc1ccc(CNC(=O)CCN2C(=S)NC(C)(C)CC2C)cc1 (centres undefined)	1792	1438
O=C(Nc1ccccc1F)c1ccc([N+](=O)[O-])s1	1660	1374
Cc1nn(-c2ccc(F)cc2)c(Cl)c1/C=N/NC(=O)c1cccc(S(=O)(=O)N2CCCC2)c1	1571	1697
O=C(O)C1CCN(C(=O)COc2ccc(Br)cc2)CC1	1815	1718
O=C(N/N=C/c1ccsc1)c1cc(-c2cccs2)nc2ccccc12	1775	1650
O=C(O)Cc1sc(-c2ccccc2Cl)nc1-c1ccccc1	2141	1738
Cc1ccc(-n2c(C)cc(C)c(C#N)c2=O)cc1C	1961	1753
CC(=O)Nc1ccc(S(=O)(=O)NCC(=O)OCc2ccccc2)cc1	1395	1520
Clc1ccc(Cn2c(CN3CCCC3)nc3ccccc32)cc1	1636	1724
O=C(Nc1ccccc1N1CCCCC1)c1ccc(Cl)c([N+](=O)[O-])c1	1718	1484
CN(C)CCCN(Cc1ccccc1)C(=S)Nc1ccc(SC(F)F)cc1	1881	1559
COC(=O)c1ccc2c(=O)n(-c3ccc(OC)cc3)c(=S)[nH]c2c1	1502	1554
COc1cc(CC(NC(C)=O)C(=O)NC2CCN(C(=O)Nc3ccccc3Cl)CC2)cc(OC)c1 (centres undefined)	1785	1568
O=C(O)CCN1CCc2ccccc2C1c1cccs1 (centres undefined)	1740	1566
CCCCN(C)C(=O)c1cc2cc3cc(OC)ccc3nc2o1	1698	1530
COc1ccc(S(=O)(=O)N2CCc3ccccc32)cc1NC(C)=O	1821	1487
O=C(CSc1nnc(Nc2ccccc2F)s1)Nc1cccc(S(=O)(=O)N2CCCCC2)c1	1650	1610
CCCCC(CC)C(=O)Nc1ccc(C)c(O)c1 (centres undefined)	1820	1674
O=C(O)c1cccc(S(=O)(=O)N(Cc2ccccc2)c2ccccc2)c1	1933	1647

This is a subset; rates above refer to the full screens.
